NPR1 activator: GC-A (human) enzyme activation. HEK293 GC-A cells, cGMP TR-FRET, EC30 ANP; 0% at EC30 ANP, 100% saturating ANP. activation, % at 10 µM. 0.14% of 370,000 active. AID 1671463; in the data active = activation above about 40%
Target sequence (P16066 whole entry, looked up): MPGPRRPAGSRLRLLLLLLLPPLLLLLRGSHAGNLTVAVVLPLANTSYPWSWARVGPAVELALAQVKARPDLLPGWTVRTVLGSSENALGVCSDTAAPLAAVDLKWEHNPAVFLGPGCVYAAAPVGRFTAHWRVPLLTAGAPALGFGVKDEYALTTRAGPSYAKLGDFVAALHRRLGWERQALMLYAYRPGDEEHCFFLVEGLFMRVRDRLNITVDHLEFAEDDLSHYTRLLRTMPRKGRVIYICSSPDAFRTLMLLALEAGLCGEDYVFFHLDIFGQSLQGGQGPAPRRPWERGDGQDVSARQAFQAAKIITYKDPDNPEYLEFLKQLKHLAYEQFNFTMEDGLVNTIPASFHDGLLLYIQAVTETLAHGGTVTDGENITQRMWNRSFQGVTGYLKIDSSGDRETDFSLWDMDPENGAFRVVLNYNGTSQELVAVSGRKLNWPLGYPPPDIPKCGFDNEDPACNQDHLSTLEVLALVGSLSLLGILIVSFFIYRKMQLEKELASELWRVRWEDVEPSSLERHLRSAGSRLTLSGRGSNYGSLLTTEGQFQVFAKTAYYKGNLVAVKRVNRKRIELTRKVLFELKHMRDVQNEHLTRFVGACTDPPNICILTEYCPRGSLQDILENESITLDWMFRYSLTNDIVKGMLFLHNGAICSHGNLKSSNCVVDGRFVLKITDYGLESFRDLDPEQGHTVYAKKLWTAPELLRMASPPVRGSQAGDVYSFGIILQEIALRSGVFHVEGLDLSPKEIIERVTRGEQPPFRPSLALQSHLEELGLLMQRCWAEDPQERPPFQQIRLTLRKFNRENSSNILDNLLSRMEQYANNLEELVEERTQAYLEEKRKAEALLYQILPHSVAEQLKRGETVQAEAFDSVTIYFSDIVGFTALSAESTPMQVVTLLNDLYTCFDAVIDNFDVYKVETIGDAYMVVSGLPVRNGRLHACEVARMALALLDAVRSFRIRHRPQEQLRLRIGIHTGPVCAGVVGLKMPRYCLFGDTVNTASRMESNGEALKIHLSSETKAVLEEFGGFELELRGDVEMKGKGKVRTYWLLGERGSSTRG
PG9 Ab binder: binds the HIV-1 gp120 antibody PG9 | TR-FRET gp120-PG9 antibody binding | AID 624416 | inhibition, % at 6.7 µM | 0.43% of 360,000 active; in the data active = inhibition above about 8.5%
NR1D1 modulator: modulators of human Rev-erb alpha DNA binding; P20393; Rev-erbα–FITC-DNA binding, fluorescence polarization, 90 min; activity, % at 10 µM; 0.79% of 370,000 active; AID 1259318;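 active = activity above about 14%, limit read from the data; passing the limit was not always enough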;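 note: 0% = DMSO wells with 35 nM protein and 100% = DMSO wells with 750 nM protein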
SMARCA2 activ: increases SMARCA2 function in MMTV reporter cells | activation, % at 9.1 µM | MG213 cells, MMTV-luciferase reporter, dexamethasone, overnight | 1% of 370,000 active; in the data active = activation above about 7.8%;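 note: 0% = vehicle wells and 100% = reference activator wells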
ASAP1 inh: inhibitors of human ASAP1 ArfGAP activity | Q9ULH1 | ASAP1-stimulated ARF1 GTP hydrolysis, GDP FP detection | inhibition, % at 16.5 µM | 0.19% of 360,000 active | AID 624377; in the data active = inhibition above about 25%;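 note: 0% = vehicle with enzyme and substrate and 100% = no enzyme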
GC-B act: GC-B (human) receptor activation. P20594. AID 1920062. HEK293-GC-B cells, CNP EC30, cGMP TR-FRET; 0% at EC30 CNP, 100% saturating CNP. 0.11% of 370,000 active. activation, % at 10 µM;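 active = activation at 10 µM reaching about 35% in either raw or pattern-adjusted values, limit read from the data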
HTRA1 inh: inhibitors of human serine peptidase HTRA1; Q92743; recombinant HTRA1, FP-rhodamine activity-based probe, fluorescence polarization; inhibition, % at 5.96 µM; 0.5% of 340,000 active; in the data active = inhibition above about 36%;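 note: 0% = enzyme with DMSO and 100% = wells lacking enzyme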
rCAG RNA binder: binds r(CAG) RNA repeats; r(CAG) RNA repeat, TO-PRO-1 dye displacement fluorescence; inhibition, % at 3 µM; 1.3% of 370,000 active;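 active = inhibition above the plate cutoff, the mean of all test compounds on that plate plus 3 SD, cut at about 35% in these data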;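 note: 0% = DMSO alone and 100% = 100 µM mitoxantrone as full dye displacement; higher means more dye released from RNA so lower well fluorescence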
ARFGAP1 inhibitor: inhibits rat ARF GTPase activating protein 1. inhibition, % at 16.5 µM. Q62848. Arfgap1-stimulated ARF1 GTP hydrolysis, GDP FP detection. 0.26% of 360,000 active. AID 651572;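 active = inhibition above a per-plate limit, mean inhibition of low control wells plus 3 SD, cut at about 25% in these data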;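 note: 0% = DMSO wells with enzyme and 100% = wells lacking Arfgap1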
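Assay system: purified rat His6-Arfgap1 residues 1-136 (GAP domain); Reagent: human Δ17 ARF1 bound to GTP; Dosing: 16.5 µM single point, 1.26% DMSO; Times: GTP hydrolysis reaction 2 h at 25 °C; Signal: FP, GDP Alexa 633 tracer displaced from anti-GDP antibody, 620/688 nm; Measure: % inhibition from polarization.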
mABHD4 FP: inhibitors of mouse ABHD4; 0.54% of 370,000 active; inhibition, % at 8.92 µM; Q8VD66; purified mABHD4, FP-Rh probe fluorescence polarization;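 active = inhibition exceeding the mean over every tested compound plus 3 SD, cut at about 30% in these data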;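 note: 0% = plate median of compound wells and 100% = S159A mutant with DMSO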
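Assay system: Wild-type mouse ABHD4 protein | Medium: HEPES pH 7.0 buffer, 150 mM NaCl, 0.01% Pluronic F-127 | Incubation: Enzyme–compound pre-incubation 45 min, then probe 60 min, both 25 °C | Technique: Fluorescence polarization with parallel and perpendicular emission, 525/598 nm | Evaluation: % inhibition of FP-Rh probe binding versus controls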
The depositor's hits bear a star; nt = not tested or not shown. Hits appear at their usual frequency. About 4.4% of those tested had a hit in this group.

mol,NPR1 activator,PG9 Ab binder,NR1D1 modulator,SMARCA2 activ,ASAP1 inh,GC-B act,HTRA1 inh,rCAG RNA binder,ARFGAP1 inhibitor,mABHD4 FP
COCCOC(=O)c1c(NC(=O)CN2c3ccccc3CC2C)sc(C(N)=O)c1C (configuration not stated),-5,-0.9,-3,-4,12,-7,-9,10,6,-9
CN(Cc1ccccc1)C(=O)CN1C(=O)NC(C)(c2ccc(Cl)cc2)C1=O (configuration not stated),-2,-0.4,2,-3,-2,1,5,-6,-1,1
NS(=O)(=O)c1cccc(NC(=O)CSc2nnc(-c3ccccc3F)n2C2CC2)c1,2,-1.0,4,-2,0,-1,-13,15,10,-2
O=[N+]([O-])c1cc(Br)c(O)c(C=Nc2ccc(N3CCOCC3)cc2)c1,-3,-7.4,2,-2,-12,-4,40*,24,-12,45*
Cc1nc([N+](=O)[O-])c(Br)n1CC(=O)c1cccc([N+](=O)[O-])c1,0,-1.5,-3,-1,6,0,14,-1,-13,-8
O=C(Cc1ccccc1)N/N=C/c1cccc([N+](=O)[O-])c1,9,0.3,-2,1,5,15,0,0,1,-6
COc1ccc(-n2nnnc2CNC(=O)C(=O)c2c(C)[nH]c3ccccc23)cc1,2,-0.9,-5,-1,2,-4,-4,5,5,-3
COc1ccc(CC(=O)Oc2ccccc2C)cc1,0,0.4,2,0,10,3,-2,-5,-2,4
COc1ccc(C2=CSC3=NCCN23)cc1OC,1,-0.8,1,0,-19,3,6,1,-7,-1
COc1ccc(/C=C(\CC(=O)O)c2nc3ccccc3s2)cc1O,-2,-2.0,2,-4,-3,-3,-1,15,0,9
CC(=O)Nc1ccc(OCC(O)CN2CCN(c3ccc(C)c(Cl)c3)CC2)cc1 (configuration not stated),-1,-2.5,6,0,6,-3,1,-3,2,-11
COC(=O)c1coc(-c2ccc(OC)cc2)c1C(=O)OC,2,-1.0,-4,1,-7,4,4,0,7,-1
CC(C)(C)OC(=O)COc1cc(O)c2c(=O)cc(-c3ccccc3)oc2c1,2,-2.6,3,-2,-11,-1,-1,-4,14,-3
COc1ccc(OC)c(NC(=O)CSC2=NCCS2)c1,-7,0.1,-2,-1,-14,-5,-4,-3,-11,-2
Cc1cccc(NS(=O)(=O)c2cc3c(cc2C)N(C)CCO3)c1,-19,-0.3,-2,-1,-5,-13,-5,3,7,1
O=C(c1ccc(-c2ccccc2Cl)o1)N1CCC1,-4,-2.6,-4,5,13,-1,1,-1,0,-1
CN(C)c1ccc(C(c2ccc(N(C)C)cc2)C(O)c2ccccc2)cc1 (configuration not stated),3,-2.0,8,3,4,2,7,2,9,5
COc1ccc(C/C(N)=N/n2cnnc2)cc1,1,-1.2,-4,6,8,3,0,1,-1,-5
COC(=O)CSc1nc2sc3c(c2c(=O)n1-c1ccc(OC)cc1)CCN(C)C3,20,-2.9,6,-1,4,0,-3,0,15,-3
O=C1CNCc2[nH]c3ccccc3c2N1c1ccccc1,1,0.1,4,-1,18,4,-8,9,11,0
Cc1ccc2nc(-c3ccc(Cl)cc3)c(Cc3ccccc3C(F)(F)F)n2c1,14,0.1,1,2,-6,7,nt,9,6,4
CCOC(=O)c1cccc(NC(=O)CN2CCN(c3ccc(OC)cc3)CC2)c1,3,0.2,0,-4,-5,1,11,-5,7,-5
COC(=O)C1=CN(c2ccc(Oc3ccccc3)cc2)C(N)=C(C#N)C1c1cccc(F)c1 (configuration not stated),-1,-1.6,5,-4,4,-2,nt,7,12,-17
Cc1ccc(N=C2SC(C(=O)Nc3ccc(OC(F)(F)F)cc3)C(N)=C2C(=O)Nc2c(C)cc(C)cc2C)cc1 (configuration not stated),5,-3.7,0,-4,7,4,-96,26,14,-128
O=[N+]([O-])c1cccc(COc2cccc(CN3CCOCC3)c2)c1,0,-0.9,-2,-1,10,0,3,-1,-4,3

mol,NPR1 activator,PG9 Ab binder,NR1D1 modulator,SMARCA2 activ,ASAP1 inh,GC-B act,HTRA1 inh,rCAG RNA binder,ARFGAP1 inhibitor,mABHD4 FP
Cc1ccc(N2CCN(C3=NC(=O)C(Cc4ccccc4)S3)CC2)cc1 (configuration not stated),-5,0.5,-3,-3,4,-3,-2,4,-3,4
CCOC(=O)CCn1cc(F)c(=O)n(Cc2ccccc2)c1=O,5,0.3,-5,2,-9,0,1,4,-3,-2
CC(=O)N/C(=C\c1ccccc1)C(=O)OCC(=O)c1c(N)n(C)c(=O)n(C)c1=O,-2,-0.9,3,1,7,0,0,6,6,1
COC(=O)c1cc(NS(=O)(=O)c2ccc(N3CCOCC3)c(NC(C)=O)c2)cc(C(=O)OC)c1,-2,0.6,0,2,3,4,2,10,-4,5
CCOc1ccc(-n2ccnc2SCC(=O)Nc2nnc(C)s2)cc1,0,0.3,-1,0,0,3,-1,-7,-7,-2
N#Cc1ccc(Oc2ncccn2)cc1,1,1.4,3,-2,-7,3,1,0,-4,-2
O=C(Cc1cccc([N+](=O)[O-])c1)Nc1ccc(C(=O)N2CCCCC2)cc1,2,1.0,4,0,-4,1,-6,-2,-3,1
CCOC(=O)c1c(NC(=O)CN2C(=O)CN(C)C2=O)sc(C)c1C,1,-1.6,-2,-1,2,2,-5,-1,6,4
COC(=O)Cn1c(SCc2ccccc2)nc2ccccc21,-4,-0.2,-1,4,4,-3,-2,-4,10,3
CCOC(=O)CN1CC23C=CC(O2)C(C(=O)Nc2cc(OC)ccc2OC)C3C1=O (configuration not stated),2,-0.3,1,0,-9,2,10,2,-14,3
O=C(O)C1CCCCC1C(=O)NCc1ccc2c(c1)OCO2 (configuration not stated),1,-2.4,3,-1,-2,2,nt,7,3,-3
O=C(C1=C[C@@H](c2coc3ccccc3c2=O)C[C@@H](OCc2ccc(CO)cc2)O1)N1CCOCC1,-2,-0.9,-4,1,6,10,-2,-6,-3,-1
CCCCC1C2C(=O)N(c3ccc(C)cc3)C(=O)C2ON1c1ccccc1 (configuration not stated),-1,-2.8,-3,4,4,-1,nt,0,3,5
CC1=CC(C)C(COC(=O)CN2CCCCC2)C(C)C1 (configuration not stated),-3,0.7,-2,1,-12,-8,5,-8,6,-2
O=C(OCC(=O)N1CCOCC1)c1cc2ccccc2oc1=O,1,1.4,0,-1,-8,-1,7,2,13,12
COc1ccc(CCNC(=O)c2ccc(Cl)c(S(=O)(=O)N(C)c3ccccc3)c2)cc1,-2,0.6,3,-6,1,5,-17,-2,11,-17
COc1ccc(-c2noc(C(=O)NCc3ccc(F)cc3)n2)cc1OC,4,2.3,-5,0,19,-5,-2,-5,9,-7
NC(=O)c1cc2cc(Br)ccc2o/c1=N/NC(=O)c1cccc(F)c1,0,-2.3,5,-1,2,2,8,2,0,7
N#Cc1ccc(C(=O)OCC(=O)N2CCCC2)cc1,-2,-0.8,-1,-2,0,1,-5,0,-10,0
COC(=O)C1CCN(C(=O)COC(=O)COc2ccc(C#N)cc2)CC1,-3,-0.1,0,1,15,3,-1,-4,-4,-6
CN(CC(=O)Nc1ccc(Cl)cc1)C(=O)c1ccc(COc2ccccc2)cc1,-2,1.0,-4,-1,-1,2,-7,3,11,-7
Cc1ccccc1OCC(O)Cn1c(=N)n(Cc2ccccc2)c2ccccc21 (configuration not stated),-37,-1.3,4,-3,-5,-13,-6,15,6,19
CCN(CC)c1ccc([N+](=O)[O-])cc1/C=N/NC(=O)CC#N,8,-1.2,-3,3,9,8,4,8,7,15
COc1ccccc1N1CCN(Cc2nc(N)nc(Nc3ccc(C)cc3)n2)CC1,2,-0.9,1,0,-9,7,1,-5,1,4
CC(C)Oc1ccc(C(CC(=O)O)NC(=O)Cc2ccc(Cl)cc2)cc1 (configuration not stated),2,-2.2,-4,-1,-15,4,2,4,3,3

Single records (already shown):
Record of COC(=O)C1=CN(c2ccc(Oc3ccccc3)cc2)C(N)=C(C#N)C1c1cccc(F)c1 (configuration not stated) = NPR1 activator = -1; PG9 Ab binder = -1.6; NR1D1 modulator = 5; SMARCA2 activ = -4; ASAP1 inh = 4; GC-B act = -2; HTRA1 inh = nt; rCAG RNA binder = 7; ARFGAP1 inhibitor = 12; mABHD4 FP = -17
Record of COC(=O)CSc1nc2sc3c(c2c(=O)n1-c1ccc(OC)cc1)CCN(C)C3 = NPR1 activator = 20; PG9 Ab binder = -2.9; NR1D1 modulator = 6; SMARCA2 activ = -1; ASAP1 inh = 4; GC-B act = 0; HTRA1 inh = -3; rCAG RNA binder = 0; ARFGAP1 inhibitor = 15; mABHD4 FP = -3

Next section
mol,NPR1 activator,PG9 Ab binder,NR1D1 modulator,SMARCA2 activ,ASAP1 inh,GC-B act,HTRA1 inh,rCAG RNA binder,ARFGAP1 inhibitor,mABHD4 FP
Cc1cc(N(C)C)ccc1N=Nc1ccc2ncccc2c1,-4,-0.5,17,1,4,-3,37*,10,-7,45*
CC(C)(C)C(=O)Nc1ccc(S(=O)(=O)NC2=NCCCCC2)cc1,2,-2.7,1,1,-16,5,-1,1,8,-2
COc1ccc(OC)c(S(=O)(=O)N2CCCCC2C(=O)N2CCN(c3ccccn3)CC2)c1 (configuration not stated),-1,-2.2,2,-4,5,0,0,4,12,-3
COc1ccccc1NC(=S)N1CCC(NC(=O)C23CC4CC(CC(C4)C2)C3)CC1,1,0.0,-2,-2,4,-3,8,-2,9,-11
C/C(=N\NC(N)=O)C1CC(CC(C)C)C(=O)O1 (configuration not stated),-2,-2.0,0,1,-7,6,-3,-1,-4,0
COc1ccc(OC)c(C2NC(=S)NC(C)=C2C(=O)Nc2ccccn2)c1 (configuration not stated),-14,-4.1,-6,-2,5,-13,-1,2,1,-5
COc1cccc(/C=C/C(=O)OCC(=O)Nc2cc(S(=O)(=O)N3CCOCC3)ccc2C)c1,-2,-1.8,0,-1,-7,-1,-12,0,3,-3
Cc1cc(C)n(CCC(=O)N/N=C/c2ccccc2O)n1,-2,-3.0,-1,0,-9,-2,1,-3,3,-3
COc1cc(-c2coc3c(C(=O)NCc4ccccc4)cccc23)ccc1O,3,1.2,2,-6,-13,-1,nt,13,2,-3
O=[N+]([O-])c1ccc(N2CCN(CC3CCCCC3)CC2)cc1,4,-0.1,4,-2,8,2,-9,-3,5,11
CCn1c(SCC(=O)Nc2ccc(NC(C)=O)cc2)nc2c1c(=O)n(C)c(=O)n2C,2,-0.6,1,0,-12,0,2,1,4,0
Cc1ccc(Nc2nc3ccccc3n3cnnc23)cc1Cl,-11,-0.9,-7,-1,18,-1,-6,4,12,-2
O=C(COc1ccc(Cl)cc1)Nc1ccc2[nH]ncc2c1,-4,-0.2,0,-4,24,-2,-2,7,0,-6
O=C(Nc1ccccc1)C1Cc2c(-c3ccc(Cl)cc3)ccnc2O1 (configuration not stated),1,-1.2,2,-6,19,5,nt,3,-18,-3
CC(C)Oc1ccc(CCc2nnc(SC(C)C(=O)O)n2-c2ccccc2)cc1 (configuration not stated),2,-2.6,1,-2,-6,1,-2,8,5,3
Cc1nnc(SCC(=O)NC(=O)NC(C)(C)C)s1,2,-1.6,3,-1,-20,3,3,0,-10,-2

Compound activity as filed in PubChem.
